# Assay outcomes: PubChem, several laboratories
# PMI act: increases human mannose-6-phosphate isomerase activity. P34949. purified human PMI, coupled resazurin fluorescence, 20 min; hits give high values; 1 = vehicle control, 0 substrate-free wells. activation factor at 20 µM. actives 0.005% (n = 190,000). AID 1214;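 active means activation factor of 2 or more at 20 µM, relative to plate controls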
# DTT redox prof: compounds producing H2O2 with reducing agent – biochemical, NIH compound library profiling, artefact control for MLSCN library redox annotation, primary screen; DTT-dependent redox cycling H2O2, phenol red/HRP absorbance; 100% = 100 µM peroxide control, 0% = buffer; activation, % at 10 µM; actives 0.03% (n = 200,000); AID 878;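 active means activation of at least 50% relative to the plate's high and low controls in the primary single-dose screen; inactive means activation below 50%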;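 further: compound incubated with DTT at 0.8 mM final as the reducing agent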
# HMGR II inh: inhibitors of class II HMG-CoA reductase from Enterococcus faecalis; purified E. faecalis HMGR, NADPH absorbance 340 nm kinetic; inhibition, % at 10 µM; actives 0.41% (n = 190,000);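 active means inhibition above a set limit, the median over all tested compounds plus 3 SD, cut at about 9.5% in these data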;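 further: enzyme runs in reverse so mevalonate oxidation gives rising NADPH absorbance; 0% = complete reaction with DMSO and 100% = background rate lacking mevalonate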
# Hsp70 act: switches on Hsp70 transcription. HeLa Hsp70 promoter luciferase reporter, luminescence; scaled: vehicle 0, proteasome-inhibitor control 100%. activation, % at 10 µM. actives 0.04% (n = 200,000);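 active means activation above the mean across all tested compounds plus 3 SD, cutoff set per campaign, cut at about 5.5% in these data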;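 further: 100% = MG132 at 30 µM as the positive control and 0% = DMSO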
# L major viab: reduces viability of Leishmania major promastigotes; resazurin fluorescence viability; inhibition, % at 10 µM; actives 9% (n = 200,000); AID 1063; in the data active means inhibition above about 50%;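 further: promastigotes grown with compound for 44 hours at 28 °C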
# RAM network inh: inhibitors of the yeast RAM network. AID 868. S. cerevisiae dse1pr::URA3 reporter, 5-FOA growth OD615, 2 d; analog-sensitive cbk1-as2 kinase mutant strain. inhibition, % at 50 µM. actives 1.8% (n = 190,000);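 active means inhibition above a set limit, 3 SD over mean compound inhibition, cut at about 8.4% in these data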;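 further: 0% = DMSO-only wells with no growth and 100% = 10 µM 1-NA-PP1 full growth; inhibition rescues growth on 5-FOA so higher OD means more RAM inhibition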
# S1P3 antag: antagonists of human S1P3 receptor; actives 0.27% (n = 170,000); AID 485; inhibition, % at 4.98 µM; CHO S1P3 NFAT-BLA reporter, FRET fluorescence, antagonist mode;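 active means inhibition above the plate cutoff, the mean inhibition of test wells on that plate plus 3 SD, cut at about 28% in these data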;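 further: cells challenged with S1P at its EC80 of 0.8 µM; blue over green emission ratio from cleaved BLA substrate after 4 h stimulation; 0% = S1P-stimulated wells and 100% = unstimulated DMSO-only wells; some compounds past the cut are filed as inactive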
# Target sequence (Q99500 whole entry, looked up): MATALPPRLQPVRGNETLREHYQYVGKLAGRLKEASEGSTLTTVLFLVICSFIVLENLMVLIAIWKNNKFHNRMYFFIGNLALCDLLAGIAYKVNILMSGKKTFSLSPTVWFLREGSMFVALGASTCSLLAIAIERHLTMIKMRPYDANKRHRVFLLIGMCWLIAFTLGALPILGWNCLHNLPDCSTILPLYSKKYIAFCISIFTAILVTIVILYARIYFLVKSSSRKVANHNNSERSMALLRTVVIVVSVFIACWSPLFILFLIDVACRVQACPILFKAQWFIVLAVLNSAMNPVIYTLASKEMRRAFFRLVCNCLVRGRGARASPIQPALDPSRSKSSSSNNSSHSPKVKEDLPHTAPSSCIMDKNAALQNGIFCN
# TNAP inh hiacc: TNAP (human) inhibition, high acceptor. P05186. purified TNAP, CDP-star luminescence, 1 M DEA. inhibition, % at 20 µM. actives 0.03% (n = 200,000). AID 1135;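 active means over 50% inhibition of tissue-nonspecific alkaline phosphatase at 20 µM in the single-dose screen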;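 further: plate controls were DMSO wells for no effect and EDTA-quenched wells as full inhibition for full effect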
# Target sequence (P05186 whole entry, looked up): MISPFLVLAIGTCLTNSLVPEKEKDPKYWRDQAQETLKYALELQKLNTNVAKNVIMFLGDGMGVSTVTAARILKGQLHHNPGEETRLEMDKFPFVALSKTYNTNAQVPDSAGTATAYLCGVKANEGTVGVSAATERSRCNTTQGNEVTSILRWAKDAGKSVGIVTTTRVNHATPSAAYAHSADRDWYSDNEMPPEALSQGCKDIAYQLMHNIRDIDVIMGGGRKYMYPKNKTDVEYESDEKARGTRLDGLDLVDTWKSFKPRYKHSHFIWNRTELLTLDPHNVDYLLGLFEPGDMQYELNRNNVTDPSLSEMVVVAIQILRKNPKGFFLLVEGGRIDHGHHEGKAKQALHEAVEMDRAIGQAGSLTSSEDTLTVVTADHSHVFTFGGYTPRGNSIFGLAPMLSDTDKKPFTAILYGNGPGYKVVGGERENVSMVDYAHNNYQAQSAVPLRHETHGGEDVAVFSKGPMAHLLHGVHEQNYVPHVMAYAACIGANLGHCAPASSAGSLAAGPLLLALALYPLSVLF
# TNAP inh noacc: blocks human TNAP activity with no phosphate acceptor present | P05186 | purified TNAP, CDP-star luminescence, 30 min | inhibition, % at 20 µM | actives 0.26% (n = 200,000) | AID 1012;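 active means tissue-nonspecific alkaline phosphatase inhibition above about 50% at 20 µM in the single-dose screen, limit read from the data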;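 further: 0% = DMSO negative control and 100% = EDTA positive control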
# PMI act satM6P: activators of human phosphomannose isomerase at near-saturating mannose 6-phosphate; P34949; coupled PMI enzyme assay, resazurin fluorescence, 20 min; hits give high values; 1 = untreated enzyme, 0 = substrate-free blank; actives 0.34% (n = 190,000); activation factor at 20 µM;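 active means activation factor of 2 or more at 20 µM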
#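 Test system: human phosphomannose isomerase with PGI, G6PDH, diaphorase coupling enzymes; Amount: PMI at 15 ng/mL final; Reagent: Mannose-6-phosphate 1.0 mM (near-saturating) plus 0.22 mM NADP+; Timing: 20 min, room temperature; Technique: resorufin fluorescence at Ex 544/Em 590 nm; Dosing: 20 µM single dose.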
# Starred values were filed as active, the others as inactive; / = no result given.
SMILES,PMI act,DTT redox prof,HMGR II inh,Hsp70 act,L major viab,RAM network inh,S1P3 antag,TNAP inh hiacc,TNAP inh noacc,PMI act satM6P
O=C(/C=C/c1ccccc1O)c1ccc(Cl)cc1,0.7,-1.8,-1.5,0.4,99.9*,-0.4,-4.1,19.8,13.3,0.8
N#CC(c1cccc(Cl)c1)c1ccc2c(C(F)(F)F)cc(C(F)(F)F)nc2n1 (centres undefined),0.8,0.1,-4.1,0.1,99.8*,4.4,/,16.0,14.4,0.9
CCN(CC)CCCNC(=O)c1ccccc1C,0.9,0.0,-2.2,0.2,-1.0,0.3,-14.6,-6.8,-10.8,0.9
CCCN1CCN(CCCNC(=O)Cn2nc(-c3ccccc3)ccc2=O)CC1,1,0.8,2.0,0.0,-2.6,-0.9,2.1,-2.6,-8.1,1
CCOC(=O)Cc1csc(NC(=O)CSc2ncnc3c2cnn3-c2ccccc2Cl)n1,0.9,5.4,1.2,0.1,12.6,2.8,4.0,-11.6,-12.1,0.8
O=C(COC(=O)Cn1cnc2ccccc21)NCCc1ccccc1,1,1.7,-2.3,-0.2,4.0,-0.1,-0.7,0.5,-6.9,1
Cc1cccc(OP(=O)(Nc2c(C)n(C)n(-c3ccccc3)c2=O)Oc2cccc(C)c2)c1,0.8,-0.6,-2.9,-0.5,0.5,0.0,-2.1,1.1,-0.5,0.9
CCN(CC)c1ccc(NC(=O)CN2CCN(CC(=O)Nc3ccc(F)cc3)CC2)cc1,0.9,-4.3,-2.5,-0.5,0.3,-0.3,-12.0,0.9,-6.8,0.9
C=CCn1c(SCC(=O)Nc2ccccc2C)nc2sc(C)c(C)c2c1=O,1.1,0.5,-6.7,-0.3,-4.6,3.7,/,-5.8,-46.0,1.1
CCN(C(=O)COC(=O)c1cncc(Br)c1)C1CCS(=O)(=O)C1 (centres undefined),1.2,-0.1,-3.0,-0.5,-5.5,0.1,-3.0,-0.9,-9.7,1.1
O=c1c(C/C=C/c2ccccc2)c(O)ccn1Cc1ccc(Cl)cc1Cl,0.9,-0.4,-2.9,-0.3,-0.9,1.5,-7.2,-4.7,-14.5,0.8
N#Cc1cccc(Cn2nnc(-c3ccccc3)n2)c1,0.9,2.5,2.2,-0.1,-2.0,1.2,-3.0,-0.1,-7.3,0.9
COc1ccccc1CC1(C)NC(=O)N(CC(=O)N2CC(C)OC(C)C2)C1=O (centres undefined),1,-0.5,-4.7,0.1,0.2,-0.4,/,-4.9,-5.3,0.9
COC(=O)c1cc2c(cc1N)OCCO2,0.9,0.0,-0.3,-0.3,-5.2,0.8,-15.3,1.0,-4.7,0.6
COc1cc(NC(=O)Cn2cnc3ccccc3c2=O)c(OC)cc1Cl,0.9,0.5,-1.9,-0.1,-4.5,2.6,-10.4,-3.6,-1.8,0.9
CC(=O)N/C(=C/c1ccc2c(c1)OCO2)C(=O)NCCO,1.1,0.1,0.9,-0.4,-5.4,0.7,1.1,1.3,-4.9,1
CC(=O)c1cccc(NC(=O)C2CCCCC2)c1,1,0.0,1.5,-0.3,-5.8,0.1,12.1,4.6,-4.4,0.9
CCOC(=O)c1cc2c(=O)n3ccccc3nc2n(CCOC)c1=NC(=O)C(C)(C)C,1.1,1.3,-5.3,1.1,22.2,0.7,/,-3.6,-10.3,1.1
COC(=O)c1cc(C(=O)OC)cc(N2C(=O)CC(Sc3nc(C)cc(C)n3)C2=O)c1 (centres undefined),0.8,0.5,-7.4,0.2,-4.5,3.4,-9.7,2.5,-2.6,0.9
CC(C)(C)c1csc(NC(=O)CSc2nc3ccccc3c(=O)[nH]2)n1,1.2,1.9,0.6,0.8,0.9,4.0,29.9,-10.6,-1.8,1.1
CCCCN(CC)CCCNC(=O)C1c2ccccc2C(=O)N(C)C1c1cn(C)c2ccccc12 (centres undefined),1,0.1,3.8,0.0,-2.1,-0.4,/,-8.0,-18.8,1
O=C(CSCc1nc2c(nnn2Cc2ccc(F)cc2)c(=O)[nH]1)Nc1cccc(C(F)(F)F)c1,1,0.0,-1.9,-0.2,-9.4,15.7*,-1.0,-2.3,-5.5,1
O=[N+]([O-])c1cc(Cl)ccc1N1CCCCC1,0.9,0.7,-2.2,-0.1,2.5,1.0,2.6,1.4,0.1,0.9
Nc1ccc(C(=O)n2c3ccccc3c3ccccc32)cc1,0.9,1.1,-1.5,0.0,28.2,3.7,/,-2.7,-7.8,0.9
COc1ccc(NS(=O)(=O)c2cccs2)c(OC)c1,1,1.5,-3.0,-0.1,-5.0,-0.1,-6.4,3.6,-0.9,1
O=C(NCc1nc2ccccc2[nH]1)C1=C[C@H](c2ccc(C(F)(F)F)cc2)C[C@H](OCc2ccc(CO)cc2)O1,0.7,-1.0,-3.0,-0.1,34.5,-0.9,-7.2,-3.7,-9.6,0.8
Cc1ccc(NC(=S)N(Cc2ccc(Br)cc2)Cc2ccc(C(=O)O)cc2)cc1C,0.9,-0.7,-0.5,0.1,2.5,3.2,-9.7,-1.6,-8.1,0.9
CC1(C)C2CCC1(C)C(OC(=O)CSc1nc(N)cc(=O)[nH]1)C2 (centres undefined),0.9,2.1,-5.4,-0.2,11.4,1.9,-11.7,-6.2,-4.5,1
CN(C)c1ccc(C(=O)OCC(=O)N2CCOCC2)cc1,1.1,0.3,-4.2,-0.1,-1.9,1.5,-5.7,-2.4,-11.9,1
O=C(N/N=C/C1CCCCC1)c1ccccn1,1,4.5,0.0,0.0,-2.0,0.1,/,-3.7,0.5,0.9
Cc1cccc(C)c1OCC(O)CN1CCN(c2ccccn2)CC1 (centres undefined),1.3,-2.1,-5.4,-0.2,1.0,1.7,0.1,-2.2,-4.1,1.2
CCN(CCO)C(=O)C12CCC(C)(C(=O)C1)C2(C)C (centres undefined),0.9,2.0,-0.6,-0.5,-3.5,0.3,18.1,-7.5,-15.4,1
Cc1nn(C)c(C)c1CNC(=O)c1nn2c(c1Cl)NC(c1cccs1)CC2C(F)(F)F (centres undefined),0.9,2.3,5.5,-0.3,-3.3,0.9,-9.6,-4.9,-13.2,0.9
COC(=O)c1ccccc1OCCN1CCCCCC1,1,-0.3,3.7,0.0,5.2,1.0,1.8,-2.0,-9.9,1
COc1cccc(-c2nc(CS(=O)(=O)CC(=O)NC3CCCc4ccccc43)c(C)o2)c1 (centres undefined),0.9,-1.1,-7.3,-0.5,5.9,2.2,/,-8.0,-1.0,1
CCOC(=O)N1CCC(NC(=O)C2CCN(S(=O)(=O)c3cccc4cccnc34)CC2)CC1,0.9,-0.1,0.2,-0.2,-8.6,-0.9,-15.0,-3.1,-5.1,1
CN(C)/N=C/c1cn(-c2ccccc2)nc1-c1cccnc1,0.9,-0.9,-3.8,-0.1,13.5,1.2,-12.9,-4.4,-13.0,0.9
Oc1cccc(NC(=S)Nc2cccnc2)c1,0.9,0.7,-2.9,-0.3,43.8,0.0,0.6,0.2,-2.1,0.8
CCSc1cnc(-c2ccccc2)n1CC,1,-0.5,-2.6,-0.4,9.6,1.1,/,4.3,6.3,1
CCC1(CC)NC(=O)N(CC(=O)OCC(=O)Nc2cc(C)ccc2C)C1=O,1,-0.5,-1.4,-0.2,-3.5,-1.7,-4.3,-0.1,-7.4,1
CCN(CC)Cc1cc(C(=O)O)c(C)o1,/,0.0,1.5,-0.1,-3.1,1.6,-9.7,-1.5,-4.9,/
COc1ccc(-c2csc(C)n2)cc1OC,1.1,0.3,3.0,0.4,-4.6,0.3,/,-5.6,1.6,1.1
CCN1CCN(C(CC(C)C)c2nnnn2CS(=O)(=O)c2ccc(C)cc2)CC1 (centres undefined),1.2,-0.6,1.0,0.0,-3.3,0.2,-12.7,-3.1,-3.8,1.1
O=C(Oc1ccc(-n2cnnn2)cc1)c1ccco1,1,-0.5,0.9,-0.3,-5.9,1.9,-7.5,-2.5,-6.0,0.9
O=[N+]([O-])c1ccc(N2CCOCC2)cc1NCCCO,0.9,-0.8,-1.4,-0.1,-4.6,2.4,0.6,13.2,12.7,0.9
CCc1nnc(NC(=O)CCC(=O)N2CCN(Cc3cc(F)ccc3OC)CC2)s1,0.9,7.3,0.6,0.1,-5.6,-0.1,17.8,-1.7,-8.1,0.9
COc1ccc(-c2onc(C)c2-c2ccc(C(=O)OC(C)C)o2)c(O)c1,0.8,2.5,-3.5,-0.3,47.1,-0.3,5.6,-0.4,-4.0,0.8
O=[N+]([O-])c1ccc(-c2csc(N3CCc4ccccc4C3)n2)cc1,0.9,0.0,2.2,-0.1,-6.9,7.9,6.7,4.6,-4.6,1
Cc1ccc(Cl)c(OC(=O)c2nn(C(C)C)c(=O)c3ccccc23)c1,0.8,-0.1,-1.0,-0.1,-1.6,10.2*,-23.1,-5.0,-3.7,0.9
N/C(=N\OC(=O)c1cccc2ccccc12)c1cccnc1,0.9,0.4,-4.0,0.1,9.5,2.5,6.5,1.1,0.6,0.9
Cc1ccc2nc(/C(C#N)=C\c3cc(C)n(-c4cccc([N+](=O)[O-])c4)c3C)[nH]c2c1,1,1.2,-7.3,-0.4,85.0*,7.3,/,-9.2,7.6,1.2
COC(=O)c1nn(-c2cccc(C)c2)c2nnc(Cc3ccc(C)cc3)c(=O)n12,1,-0.4,-3.1,-0.2,-2.3,0.0,-18.5,-7.7,-9.2,1
O=C(c1ccccc1Cl)N(Cc1ccc(Br)cc1)N1C(=O)CCC1=O,1,1.0,0.5,-0.4,-5.4,1.2,-5.3,-2.5,-2.0,1.1
COc1ccc(CNC(=O)CN2C(=O)C(C)N(c3ccc(C)cc3)C2=O)cc1 (centres undefined),1,0.1,-6.7,0.1,1.3,0.6,/,-0.9,-9.3,1
CCCn1c(-c2ccc[nH]c2=O)nc2cc(C)c(C)cc21,0.9,0.7,-0.4,0.4,-3.0,-0.5,-3.5,-6.3,-10.6,1
CCOc1ccc(C(=O)NCC(=O)OCc2c(C)noc2C)cc1,0.9,0.4,-1.2,0.1,-1.0,-0.7,-12.0,-2.6,-4.8,0.9
CC(C)N(C(=O)COC(=O)c1cncc(Br)c1)C(C)C,0.9,-2.0,0.9,0.5,1.6,-0.4,-5.2,-5.4,-9.2,0.9
CCCn1c(SCC(=O)c2cc(OC)ccc2OC)nnc1C(C)C,1,1.1,2.9,-0.2,-2.9,2.2,-24.6,-3.5,-6.9,0.9
CCOC(=O)c1nc(NCCc2ccccc2)sc1C,1.1,-0.2,10.8*,-0.3,13.0,-0.1,-3.1,-3.3,1.3,1.1

# Rewritten with two lines to a compound: part of the list above
# The line under a structure holds: PMI act, DTT redox prof, HMGR II inh, Hsp70 act, L major viab, RAM network inh, S1P3 antag, TNAP inh hiacc, TNAP inh noacc, PMI act satM6P
> COc1ccc(-c2onc(C)c2-c2ccc(C(=O)OC(C)C)o2)c(O)c1
 : 0.8, 2.5, -3.5, -0.3, 47.1, -0.3, 5.6, -0.4, -4.0, 0.8
> O=[N+]([O-])c1ccc(-c2csc(N3CCc4ccccc4C3)n2)cc1
 : 0.9, 0.0, 2.2, -0.1, -6.9, 7.9, 6.7, 4.6, -4.6, 1
